Compound activity: PubChem BioAssay, several laboratories
GSK3A inh: human GSK-3 alpha kinase inhibition | ADP-Glo luminescence, 60 min | inhibition, % at 10 µM | P49840 | actives 0.1% (n = 320,000);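 in the data active = inhibition above about 50%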;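 note: GST-tagged GSK-3 alpha with peptide substrate and 25 µM ATP; 0% = DMSO neutral wells and 100% = GW8510 positive control wells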
Target sequence (P49840 whole entry, looked up): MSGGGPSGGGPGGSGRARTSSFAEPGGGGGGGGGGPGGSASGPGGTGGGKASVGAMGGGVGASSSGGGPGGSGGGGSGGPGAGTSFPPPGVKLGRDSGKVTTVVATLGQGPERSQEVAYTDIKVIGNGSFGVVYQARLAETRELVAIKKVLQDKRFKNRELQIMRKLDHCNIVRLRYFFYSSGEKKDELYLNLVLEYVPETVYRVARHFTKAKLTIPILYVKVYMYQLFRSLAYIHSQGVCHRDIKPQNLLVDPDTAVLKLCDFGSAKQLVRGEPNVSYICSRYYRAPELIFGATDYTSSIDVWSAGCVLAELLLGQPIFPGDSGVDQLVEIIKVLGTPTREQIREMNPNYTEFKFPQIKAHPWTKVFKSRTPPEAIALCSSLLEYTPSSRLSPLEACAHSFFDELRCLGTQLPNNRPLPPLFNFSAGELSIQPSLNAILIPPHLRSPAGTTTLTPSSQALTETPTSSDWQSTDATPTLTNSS
HSP90 inh: HSP90 refolding inhibition in rabbit reticulocyte lysate; luciferase refolding luminescence, 3 h; inhibition, % at 5.6 µM; actives 0.91% (n = 290,000); AID 1789;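 active = inhibition above the screen-wide mean plus 3 SD, computed separately per campaign, cut at about 16% in these data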;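 note: 0% = DMSO wells and 100% = 60 µM geldanamycin wells; inhibitors lower the luminescence because luciferase stays unfolded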
IEC-6 cytotox: IEC-6 cytotoxicity, counter-screen for KLF5 inhibitors. luminescence viability. inhibition, % at 5 µM. actives 0.78% (n = 290,000). AID 1825; in the data active = inhibition above about 22%;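 note: 0% = plate median of test compound wells and 100% = cytotoxic reference compound wells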
aSyn 5UTR inh: 5' untranslated region of α-synuclein, MLPCN primary screen; actives 0.82% (n = 300,000); inhibition, % (tested at 7.5 µM); alpha-synuclein 5'UTR reporter, inhibitor activity; AID 1813; in the data active = inhibition above about 60%;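 note: H4 neuroglioblastoma cells stably carrying SNCA 5'UTR luciferase fusion; 0% = DMSO wells and 100% = positive control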
HIF activator: HIF pathway transcriptional activation; U2OS HRE-luciferase reporter, luminescence; normalized: DMSO 0%, desferrioxamine 100%; activation, % at 7.5 µM (by protocol); actives 0.32% (n = 300,000); AID 1910;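 active = mean activation of at least 10% of the iron chelator positive control signal, with at least half of replicates also reaching 10%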
KLF5 inh: suppresses KLF5 promoter-driven expression | inhibition, % at 5 µM | DLD-1 KLF5 promoter-luciferase reporter, luminescence | actives 0.23% (n = 290,000);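 active = inhibition above a per-plate limit of that plate's mean compound inhibition plus 3 SD, cut at about 60% in these data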;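 note: 0% = DMSO wells and 100% = LY294002 at 200 µM; higher means less KLF5 promoter-driven luciferase light; inactives centre near -14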
GSK3B inh: blocks human GSK3beta kinase activity. P49841. GST-GSK3beta kinase, ADP-Glo luminescence, 60 min; hits give low values. activity score (negative = inhibition), % at 10 µM. actives 0.038% (n = 300,000). AID 2097;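 active = more than half of replicate wells score below -50%, meaning over 50% inhibition versus plate controls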;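 note: 0% = median DMSO wells and -100% = median GW8510 positive control wells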
Target sequence (P49841 whole entry, looked up): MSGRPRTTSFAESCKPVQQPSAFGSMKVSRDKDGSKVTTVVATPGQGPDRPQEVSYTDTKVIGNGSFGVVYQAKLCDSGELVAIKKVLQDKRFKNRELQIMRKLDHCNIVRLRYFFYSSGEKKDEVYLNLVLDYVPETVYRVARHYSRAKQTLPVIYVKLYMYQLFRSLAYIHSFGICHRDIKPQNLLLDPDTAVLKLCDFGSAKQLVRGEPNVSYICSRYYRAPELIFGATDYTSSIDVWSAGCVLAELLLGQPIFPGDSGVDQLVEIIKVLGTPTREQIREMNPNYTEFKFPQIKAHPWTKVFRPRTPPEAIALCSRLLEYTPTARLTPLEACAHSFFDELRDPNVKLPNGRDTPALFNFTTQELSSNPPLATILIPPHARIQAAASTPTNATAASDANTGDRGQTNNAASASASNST
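Test system: GST-tagged human GSK3beta kinase, cell-free; evaluation: activity score scaled between in-plate DMSO and GW8510 controls; measured by: ADP-Glo luminescence; incubation: 60 min reaction, RT; benchmarks: DMSO and 20 µM GW8510; reagent: peptide substrate plus 25 µM ATP (final); medium: Tris/MgCl2 kinase buffer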
HSF1 inh: HSF1 inhibition; NIH3T3-HGL HSE-luciferase, MG132-induced, luminescence 8 h; hits give low values; activity change, negative = inhibition, % at 7.5 µM (by protocol); actives 0.77% (n = 300,000);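 active = more than half of replicate wells show activity change below -50%, luminescence cut by over half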;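 note: luciferase reports HSF-1 transcriptional activity via heat shock element; 0% = median of DMSO wells and -100% = zero luminescence signal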
AI-2 QS mod: Vibrio harveyi AI-2 quorum sensing modulation | Vibrio harveyi JMH597 AI-2 luminescence/OD600 ratio, 9 h; hits give low values; strain lacks LuxN and CqsS sensors; 0 = neutral-control median | activity change, % at 7.5 µM | actives 0.4% (n = 300,000); in the data active = activity change below about -75%, passing the limit was not always enough;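 note: luminescence divided by OD600 gain over 9 h not by final OD600 alone; inactives centre near 13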
HSF1 activator: increases HSF-1 driven luciferase reporter signal; NIH3T3-HGL HSF-1 luciferase reporter, MG132, 8 h; 100% = twice DMSO control signal; activation, % at 9 µM; actives 1.7% (n = 300,000); AID 504408;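 active = mean replicate activation of at least 50% with a set share of replicates each reaching 50%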;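 note: 0% = median of the neutral control wells and 100% = twice that signal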
* hit, by the source's call; · = no result given. An unsorted share of the library, and some 4.7% of all compounds hit somewhere here.

SMILES	GSK3A inh	HSP90 inh	IEC-6 cytotox	aSyn 5UTR inh	HIF activator	KLF5 inh	GSK3B inh	HSF1 inh	AI-2 QS mod	HSF1 activator
CCS(=O)(=O)n1nc(-c2ccc(Cl)cc2)nc1N	-1	-3	0	-7	0.3	-22	1	3	25	-6
CCN(CC(=O)Nc1ccccc1OC)C(=O)COc1ccc2ccccc2c1	0	1	4	28	-0.2	-5	-2	-5	18	-5
CC(=O)Nc1nc(C)c(-c2csc(Nc3ccc(O)cc3)n2)s1	24	3	12	·	·	-18	·	·	·	·
COc1cccc(CN(C)CC(=O)NCc2ccc(F)cc2)c1OC	0	-1	-4	1	-16	-18	5	-2	3	4
Cc1ccc(OC(=O)Nc2ccccc2)cc1	-2	-1	-6	-53	3.5	-27	1	16	-7	43
COc1ccc(Cl)cc1NC(=O)COc1cccc(-n2cnnn2)c1	0	1	-4	30	-0.7	5	5	1	10	7
Cc1ccc(CNC(=O)c2cn(C3CCCCC3)c(=O)c3c2c2ccccc2n3C)o1	-1	2	-1	-12	-0.7	-54	-2	55	21	79*
O=C(Nc1ccc(F)cc1)C(Sc1nnc2ccccn12)c1ccccc1 (stereo not drawn)	-2	4	6	26	-0.2	-37	-5	0	8	-1
Cc1cc(NC(=O)Cn2nc(C(=O)O)c3ccccc3c2=O)ccc1Br	-3	2	3	-3	-0.5	-35	0	-3	31	3
N#Cc1cc(Cl)c(N2CCOCC2)cc1C#N	0	9	6	24	-8.9	-16	3	0	8	0
CC1CN(S(=O)(=O)c2ccc(C(=O)Nc3ccc(S(=O)(=O)Nc4ncccn4)cc3)cc2)CC(C)O1 (stereo not drawn)	-1	-1	-8	12	-0.1	-2	-1	-5	24	0
CCn1c(SCC(=O)c2c(N)n(C)c(=O)n(C)c2=O)nnc1-c1ccccc1	-1	-5	-10	4	-0.2	13	3	-14	13	3

The last three records of the section before come first, to join the parts:
SMILES	GSK3A inh	HSP90 inh	IEC-6 cytotox	aSyn 5UTR inh	HIF activator	KLF5 inh	GSK3B inh	HSF1 inh	AI-2 QS mod	HSF1 activator
N#Cc1cc(Cl)c(N2CCOCC2)cc1C#N	0	9	6	24	-8.9	-16	3	0	8	0
CC1CN(S(=O)(=O)c2ccc(C(=O)Nc3ccc(S(=O)(=O)Nc4ncccn4)cc3)cc2)CC(C)O1 (stereo not drawn)	-1	-1	-8	12	-0.1	-2	-1	-5	24	0
CCn1c(SCC(=O)c2c(N)n(C)c(=O)n(C)c2=O)nnc1-c1ccccc1	-1	-5	-10	4	-0.2	13	3	-14	13	3
Cc1cc(OCC(=O)NCCCN2CCCC2=O)c2c(C)c(C)c(=O)oc2c1	1	2	-2	-9	-0.3	-20	-2	3	17	17
CC(C)(CO)Nc1ccc([N+](=O)[O-])cc1[N+](=O)[O-]	-3	-3	-1	17	-0.1	-6	0	-1	8	0
O=C1CSC(c2ccccn2)N1Cc1cn2ccccc2n1 (stereo not drawn)	-1	1	-2	·	·	-15	·	·	·	·
CCCc1ccc(-c2c(C)sc(NC(=O)c3ccnn3C)c2C#N)cc1	0	5	2	-13	-0.3	-9	1	1	15	6
C/C(=N\NS(=O)(=O)c1ccc(C)cc1)c1ccc(Br)s1	1	1	-2	-13	-0.2	-13	2	-8	41	-4
Cc1ccccc1C(=O)Nc1ccnn1C1CCN(C(=O)c2cnsn2)CC1	-2	3	-5	22	-0.3	-30	-2	1	14	-2
Cn1c(=O)n(Cc2ccccc2F)c2ccccc21	-2	-3	6	9	-0.1	-10	-2	23	12	35
CCN(CC)CCCNC(=O)CSc1c2c(nc3cc(Cl)ccc13)CCCC2	5	-2	1	-8	1.6	-15	1	154	12	202*
Brc1ccc(/C=C/C=N/Nc2nc3ccccc3s2)cc1	0	2	0	-73	2.5	-8	4	3	22	12
CN(C)C(=O)CSc1nnc(Cc2ccc3c(c2)OCO3)o1	-1	0	-6	-3	0.7	-7	-3	-1	14	0
O=C(CCCCCNS(=O)(=O)c1ccc(Br)cc1)NCCN1CCOCC1	-1	1	-2	·	·	-38	·	·	·	·
CC(=O)c1cccc(NC(=O)COC(=O)CCc2ccc(S(=O)(=O)N3CCOCC3)cc2)c1	-9	4	-8	-12	-0.1	-16	0	-7	11	-10
CC1CCC2=NN(C(=O)c3ccco3)C(O)(C(F)(F)F)C2C1 (stereo not drawn)	-1	1	-1	-1	-0.5	-23	0	2	27	0
CCC(C)C(=O)Nc1cc(C(=O)OC)cc(C(=O)OC)c1 (stereo not drawn)	-4	-5	-5	-6	-0.3	-22	1	-8	7	-8
COc1cccc(Oc2ccc(N)cn2)c1	0	5	7	-10	0.4	-50	2	-2	-11	1
Cc1nc(NC(CC(C)C)C(=O)O)c2nc(C)oc2n1 (stereo not drawn)	-2	-3	-4	4	-0.3	-22	-3	5	1	11
CC(Nc1nc(Nc2ccc(F)cc2)nc(SCC(N)=O)n1)c1ccccc1 (stereo not drawn)	·	-2	3	17	1.9	-17	5	-1	11	16
COc1ccc(-n2c(Cn3nnc4ccccc43)n[nH]c2=S)cc1	·	-6	4	20	·	-13	2	-5	20	-6
COc1cc(NC(=O)c2ccc(Br)cc2)c(OC)cc1NC(=O)c1ccccc1	-1	-3	2	-21	0.3	-15	2	2	14	12
NC(=O)C1(N2CCCCC2)CCN(C(=O)CSc2nc(C(F)(F)F)cc(=O)[nH]2)CC1	-3	3	1	11	-0.3	-20	-2	-3	19	9
COc1ccc(OC)c(NC(=O)C2CCN(c3nc(C)cc(C)n3)CC2)c1	-3	2	-2	5	-0.3	-1	3	-12	13	-22
O=C(NCc1csc(-c2cccs2)n1)c1ccccc1	-3	0	0	·	·	-66	-4	·	15	·
CCOC(=O)CNC(=O)/C(=C\c1ccc(F)cc1)NC(=O)c1ccccc1	-3	2	-1	-19	-0.3	7	2	-1	7	-12
COc1ccc(Nc2ncnc3c2cnn3-c2cccc(C)c2)cc1OC	·	·	·	12	-0.2	·	1	4	11	7
COc1cc2c(cc1OC)C(CC(=O)O)N(C(=O)CC1CCCC1)CC2 (stereo not drawn)	0	-4	2	13	0.3	-12	3	21	47	14
CC1CCN(S(=O)(=O)c2ccc(C(=O)NCc3ccc4c(c3)OCO4)cc2)CC1	-2	-1	-5	16	0.6	-28	-3	9	28	32
CCOC(=O)c1c(C)n(C)c2ccc(O)c(CN3CCC(C)CC3)c12	2	-1	4	-6	0.1	6	-1	4	28	-2
Cn1cc([N+](=O)[O-])c(C(=O)Nc2nc(-c3ccc(Cl)cc3)cs2)n1	-1	8	37*	63*	-4.7	2	-14	102	45	140*
COn1c(C)c(C(C)=O)c2c3no[n+]([O-])c3ccc21	-1	2	2	21	-0.6	-16	2	-10	1	-9
Fc1ccc(CCNC(=S)Nc2ccc(F)c(Cl)c2)cc1	-1	0	0	-12	0.1	8	0	5	7	37
CCNC(=S)Nc1ccccc1-c1ccccc1	-3	-3	-11	4	0.5	-25	0	1	10	17
O=C(O)CCCn1cc(NC(=O)c2cccc(F)c2)cn1	-2	-1	0	-1	-1.1	-13	2	-4	4	5
CC(C)CNC(=O)CSc1nnc(-c2ccccn2)n1Cc1ccccc1	1	1	-2	2	1.0	-8	3	9	-5	22
CCOC(=O)c1cnc(COc2ccccc2Cl)[nH]c1=O	1	0	7	17	-0.3	6	3	-2	45	21
Cc1cc(C)nc(/N=C(\N)Nc2cc([N+](=O)[O-])ccc2C)n1	-2	-2	-4	-24	-0.6	-23	3	4	11	12
CCN1CCN(C(=O)CS(=O)Cc2nc(-c3cccc(C)c3)oc2C)CC1 (stereo not drawn)	0	2	2	1	-0.2	-18	1	-2	10	-4
O=C(Nc1ccccc1)Nc1cc(S(=O)(=O)N2CCOCC2)ccc1N1CCCC1	1	2	-4	-9	-0.3	-1	1	-10	28	-1
COc1cccc(CN2CC(C(=O)NC3CCC(O)CC3)CCC2=O)c1 (stereo not drawn)	0	-4	0	0	-0.1	8	1	-5	19	0
CCOc1ccc(NC(=O)CCC(=O)NNC(=O)COc2ccccc2C)cc1	-3	-1	4	15	0.1	12	-7	-2	18	-2
O=C(O)C1CC1C(=O)Nc1cc(F)ccc1F (stereo not drawn)	-3	0	3	2	-0.1	0	1	-1	32	-1
Cc1cccc(OCCNC(=O)CCc2ccccc2)c1	-3	·	·	4	-0.4	·	0	6	16	-1
CCOc1ccc(Nc2nc(CC(=O)OC)cc(=O)[nH]2)cc1	-2	3	-3	-12	0.6	-8	2	6	28	6
Nc1c(C(=O)Nc2ccc(F)cc2)sc2nc(-c3ccco3)ccc12	0	1	-11	-28	0.3	6	0	6	9	18
CCN(CC)C(=O)COC(=O)c1ccc(O)cc1	-2	0	2	18	-0.8	-9	2	-8	20	-14
CCCN1CCC(=NNc2ccc(S(=O)(=O)N(CC)CC)cc2[N+](=O)[O-])CC1	-2	3	-1	79*	-0.5	-4	1	13	12	38
O=C(Nc1ccccc1)c1ccccc1Oc1ccc(C(F)(F)F)cc1[N+](=O)[O-]	10	4	-6	4	-0.3	-14	2	8	22	30
O=C(O)C(Cc1cc2ccccc2[nH]1)N1C(=O)C2CC=C(Cl)CC2C1=O (stereo not drawn)	-2	-1	1	23	-0.7	-12	-2	-13	14	7
Cc1cnc(C(=O)Nc2ccc(-n3cnnn3)cc2)cn1	-2	2	6	9	1.3	6	2	-6	1	0
CCOc1ccc(/C=C(\C#N)C(=O)c2c(C)[nH]c3ccccc23)cc1OC	-1	4	1	18	-0.1	-44	4	0	4	11
FC(F)(F)c1cnc(Nc2ccc(N3CCOCC3)cc2)c(Cl)c1	·	-3	-5	4	-0.6	-33	2	3	2	0
O=C(C1=NN[C@@H]2C(=O)N(c3cccc(C(F)(F)F)c3)C(=O)[C@H]12)C(c1ccccc1)c1ccccc1	0	1	3	-5	57*	-19	1	7	17	36
COc1ccc(Cc2nc3ccc(C(=O)N(C)C(C)c4nccs4)cc3o2)cc1 (stereo not drawn)	0	3	3	-13	0.7	-9	-1	-17	10	-35
O=C(c1ccco1)N(Cc1nc2ccccc2c(=O)[nH]1)C1CCCC1	-2	-1	5	-12	2.0	3	·	6	·	-7
O=C(O)CCC(=O)NCc1c(Cl)cccc1Sc1ccc(Cl)cc1	-3	-1	-3	-9	0.3	-27	4	1	31	-5
N#CC(c1ccc(O)cc1)N1CCOCC1 (stereo not drawn)	-2	3	3	5	-0.2	-24	0	-4	16	11
C/C(=N\NC(=S)Nc1cccc(C)c1)c1ccco1	0	-2	10	-189	1.5	-28	-3	10	8	21
CCC(C)NC(=O)C1CCN(C(=O)c2ccccc2)CC1 (stereo not drawn)	-3	0	-4	·	·	10	·	·	·	·
CCOC(=O)c1cc(-c2ccccc2)nc2nc(N(CC)CC)sc12	-4	3	-2	35	-0.8	19	0	1	15	20
Cn1cnc([N+](=O)[O-])c1S(=O)(=O)c1ccc(Cl)cc1	·	3	11	18	1.5	-1	1	127	-64	150*
CC(C)CCOP(=O)(c1ccc(N(C)C)cc1)C(O)c1ccc(Cl)cc1Cl (stereo not drawn)	-1	0	-2	18	-0.3	-22	1	18	60	16
